KCNK9 inh: KCNK9 potassium channel inhibitors, primary screen, HEK293 cells, thallium flux; Potassium channel subfamily K member 9 (Homo sapiens), Q9NPC2; FluxOR thallium flux fluorescence; active compounds read low; B-score at 10 µM; 310,000 tested, 1.2% active; AID 488922, 2010;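 active = ratio B-score over 3 SD below the library mean, with starting fluorescence within 5 SD of its mean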;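 also: negative B-score means less thallium flux so channel inhibition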
Target sequence (Q9NPC2 whole entry, looked up): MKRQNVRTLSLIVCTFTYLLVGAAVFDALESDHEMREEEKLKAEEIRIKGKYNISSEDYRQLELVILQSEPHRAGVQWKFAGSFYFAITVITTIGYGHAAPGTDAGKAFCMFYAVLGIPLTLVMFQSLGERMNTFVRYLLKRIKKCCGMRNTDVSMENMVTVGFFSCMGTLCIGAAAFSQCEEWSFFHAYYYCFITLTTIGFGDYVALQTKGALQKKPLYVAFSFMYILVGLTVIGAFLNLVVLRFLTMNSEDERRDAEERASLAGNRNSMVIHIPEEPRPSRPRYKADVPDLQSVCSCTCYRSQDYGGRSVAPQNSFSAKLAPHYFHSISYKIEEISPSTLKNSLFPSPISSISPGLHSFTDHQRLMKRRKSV
hERG rescue: hERG rescue from dofetilide block, primary screen, cell-based, CHO-hERG, FluxOR thallium flux, dofetilide IC70. Voltage-gated inwardly rectifying potassium channel KCNH2 (Homo sapiens), Q12809. dofetilide IC70 present. activation (rescue from dofetilide block), less the hit threshold, % at 10 µM. 310,000 tested, 0.51% active. AID 1511, 2009;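 active = activation above the mean of controls blocked by dofetilide plus 5 SD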;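 also: thallium influx through hERG after potassium depolarization seen as dye fluorescence rise; in these data hits start at about 4.7%; inactives centre near -7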
RGS4 pot: RGS4 potentiators or activators, primary screen, cell-based, HEK293 M3R inducible RGS4, calcium flux; carbachol calcium flux Fluo4; active compounds read low; B-score at 10 µM; 310,000 tested, 0.92% active; AID 463111, 2010;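 active = B-score of the integrated calcium signal more than 4 SD below the library mean, with starting fluorescence not abnormally high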;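 also: negative B-score means reduced calcium response which marks RGS4 activation or potentiation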
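Assay system: HEK293 FlpIn-TREx cells, stable M3R, doxycycline-inducible RGS4 / Probe or stimulus: carbachol, ECmax concentration / Times: overnight RGS4 induction, 30 min dye load 37 °C, 20 min compound RT / Signal: kinetic calcium fluorescence imaging with Fluo4-AM dye, 2 µM / Measure: Agonist-evoked peak-minus-minimum fluorescence over baseline, integrated ratio, B score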
KCNQ1 inh: inhibitors of human KCNQ1 channel, primary screen, cell-based, thallium flux, high-throughput; Potassium voltage-gated channel subfamily KQT member 1 (Homo sapiens), P51787; CHO-K1 KCNQ1, FluxOR thallium flux fluorescence; active compounds read high; B-score at 10 µM; 310,000 tested, 1.3% active;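 active = compounds whose thallium flux B-score, printed positive for inhibition, exceeds three library SD while starting fluorescence stays within three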;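 also: channel opened by potassium depolarization with thallium stimulus after 20 min compound exposure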
ANO1 activ: TMEM16A chloride channel activators or potentiators, primary screen, cell-based, HTS; Anoctamin-1 (Mus musculus), Q8BHY3; HEK293 TMEM16A/YFP-H148Q/I152L, iodide quench fluorescence; active compounds read low; B-score at 10 µM; 340,000 tested, 0.3% active;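 active = fluorescence-ratio B-score plate-corrected deviation score at least 3 library SD below zero, with starting fluorescence score within 5 deviations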;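 also: channel opened by trigger with iodide after compound preincubation; score built on the fluorescence ratio of max minus min over baseline; more negative score means more quench and so TMEM16A activation or potentiation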
SKKanGAS inh: S. pyogenes SKKanGAS growth inhibitors in kanamycin, primary screen, streptokinase expression inhibitor project, SKKanGAS strain, BacTiter-Glo luminescence; 6 h; inhibition, % at 7.5 µM; 300,000 tested, 1.3% active;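 active = mean replicate score, as percent of positive control median, at least 50; inconclusive = mean below 50 but one replicate at or above 50; inactive = mean and every replicate below 50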;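 also: strain carries kanamycin resistance gene driven by streptokinase promoter and grows in 40 µg/ml kanamycin; loss of luminescence reflects streptokinase promoter inhibition or plain growth inhibition; 0% = median of DMSO wells and 100% = positive control at its reference dose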
KCNQ1 pot: potentiators or activators of KCNQ1 channel, primary screen, cell-based, thallium flux, high-throughput. Potassium voltage-gated channel subfamily KQT member 1 (Homo sapiens), P51787. CHO-K1 KCNQ1, thallium flux FluxOR fluorescence; active compounds read high. B-score at 10 µM. 310,000 tested, 0.35% active. AID 2648, 2010;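 active = fluorescence ratio B-score, a plate-corrected score, at least three library SD, with initial intensity B-score within 5 SD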
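Material: CHO-K1 cells stably expressing KCNQ1. Medium: assay buffer for compound exposure, DMSO matched across wells. Reagent: K+/Tl+ depolarizing stimulus. Compound dosing: single-concentration screen. Times: 37 °C overnight plating, 90-min dark dye load, 20-min compound pretreatment. Technique: FluxOR Tl+ flux fluorescence.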
KCNK3 inh: human KCNK3 channel inhibitors, primary screen, CHO cells, FluxOR thallium flux, B-score; Potassium channel subfamily K member 3 (Homo sapiens), O14649; FluxOR fluorescence; active compounds read low; B-score at 10 µM; 340,000 tested, 0.84% active;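 active = B-score under library mean minus 4 SD, starting fluorescence ratio at most library mean plus 5 SD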;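 also: more negative B-score means stronger inhibition of thallium flux through KCNK3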
Target sequence (O14649 whole entry, looked up): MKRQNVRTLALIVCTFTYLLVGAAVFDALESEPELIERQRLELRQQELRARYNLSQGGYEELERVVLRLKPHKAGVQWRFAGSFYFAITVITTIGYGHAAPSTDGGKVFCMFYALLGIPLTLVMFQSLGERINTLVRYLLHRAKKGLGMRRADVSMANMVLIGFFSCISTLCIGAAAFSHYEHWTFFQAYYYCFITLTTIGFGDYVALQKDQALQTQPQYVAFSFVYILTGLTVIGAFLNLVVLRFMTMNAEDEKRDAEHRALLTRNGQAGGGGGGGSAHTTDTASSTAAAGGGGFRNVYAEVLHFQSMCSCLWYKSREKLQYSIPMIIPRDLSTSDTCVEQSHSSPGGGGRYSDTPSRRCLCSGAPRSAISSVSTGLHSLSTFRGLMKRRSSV
HDAC3 inhib: HDAC3 deacetylase inhibitors, primary screen, biochemical, fluorescence, cell-free homogeneous. recombinant HDAC3, fluorogenic peptide/trypsin coupled. 320,000 tested, 0.15% active. inhibition, % at 8.3 µM. Histone deacetylase 3 (Homo sapiens), O15379; in the data active = inhibition above about 26%, passing the limit was not always enough; inconclusive = no clear call, values can overlap the other calls
ANO1 block: TMEM16A chloride channel inhibitors, primary screen, cell-based, HTS. Anoctamin-1 (Mus musculus), Q8BHY3. HEK293 TMEM16A/YFP iodide influx fluorescence, ionomycin. normalized B-score (activity score, 25-100; higher = stronger inhibition) at 10 µM. 310,000 tested, 1.2% active;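 active = ratio plate-corrected score three or more library SD toward inhibition, starting fluorescence score within five deviations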;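 also: score derived from kinetic fluorescence span divided by baseline fluorescence per well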
RGS4 block: RGS4 inhibitors, primary screen, cell-based, HEK293 M3R inducible RGS4, calcium flux | AID 463165, 2010 | B-score at 10 µM | Fluo-4 calcium flux; active compounds read high; triggered by carbachol at its EC20 | 310,000 tested, 0.45% active;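 active = B-score, a plate-corrected calcium signal, over three deviations above library mean, with baseline fluorescence within five deviations of library mean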;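 also: RGS4 expression induced by doxycycline in cells with stable M3 receptor; B-score is computed from the integrated fluorescence ratio over baseline after carbachol; higher B-score means a larger calcium signal and so more RGS4 inhibition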
Target sequence (P49798 whole entry, looked up): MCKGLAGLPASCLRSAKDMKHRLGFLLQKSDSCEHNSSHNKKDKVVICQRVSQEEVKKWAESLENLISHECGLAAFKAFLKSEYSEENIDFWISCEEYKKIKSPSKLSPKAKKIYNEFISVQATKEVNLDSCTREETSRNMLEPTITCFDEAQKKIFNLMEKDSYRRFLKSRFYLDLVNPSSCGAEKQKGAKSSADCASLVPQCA
* = called active by the depositor; i = inactive; u = inconclusive; x = not tested or not shown; & = joins results of further samples.

SMILES	KCNK9 inh	hERG rescue	RGS4 pot	KCNQ1 inh	ANO1 activ	SKKanGAS inh	KCNQ1 pot	KCNK3 inh	HDAC3 inhib	ANO1 block	RGS4 block
CS(=O)(=O)N(CC(=O)Nc1ccc(S(=O)(=O)N2CCCC2)cc1)c1ccccc1	i	-0.7	i	i	i	-7.2	i	i	-9.0	i	i
Cc1ccc2oc(=O)c3cc(C(=O)NCCCN4CCN(C)CC4)sc3c2c1	i	-13.3	i	i	i	0.6	i	i	-7.2	i	i
CC(C)(C)c1nc(SCC(=O)Nc2ccc3c(c2)OCCO3)c2ccccc2n1	i	-1.2	i	i	i	20.1	i	i	u	i	i
COC(=O)C(NC(=O)c1ccccc1C(=O)O)c1ccc2ccccc2c1 (stereo not drawn)	i	-8.2	i	i	i	-2.4	i	i	-2.9	i	i
CN(C)S(=O)(=O)c1cccc(C(=O)NCC(=O)NC2CCN(Cc3ccccc3)CC2)c1	i	-5.2	i	i	i	10.1	i	i	-3.3	i	i
Cc1cc2[nH]ncc2cc1NC(N)=S	i	4.3	i	i	i	-0.5	i	i	0.1	i	i
Cc1cc(NC(=O)CSc2nnc(-c3ccncc3)n2C)n(-c2ccccc2)n1	i	-9.0	i	i	-4.91*	5.2	i	i	-3.7	i	i
O=C(Cc1ccc(Cl)cc1)Nc1cccc(C(=O)Nc2ccccc2C(=O)O)c1	i	1.5	i	i	i	29.4	i	i	-1.8	i	i
O=C(Cc1csc(N2CCOCC2)n1)N/N=C/c1ccc(Cl)cc1Cl	i	-4.8	i	i	i	1.0	i	i	5.1	i	i
Cc1cc(N)ccc1N1CCCC1	i	-7.8	i	7*	i	6.1	i	i	1.5	i	i
CCCNC(=O)NC(=O)CSc1nnc(-c2ccncc2)n1CC	i	-2.5	i	i	i	-5.1	i	i	1.1	i	i
Cc1ccc2nc(-c3cccnc3)cc(C(=O)Nc3ccc(F)cc3C)c2c1	i	-10.8	i	i	i	-15.9	i	i	-3.7	i	i
O=C(NCCSc1ccccc1)c1ccc(Br)cc1	i	-4.7	i	i	i	0.3	i	i	-0.6	i	i
COc1cccc(NCc2cc(=O)oc3cc(-c4ccccc4)c(O)cc23)c1	i	-7.3	i	i	i	109.6*	i	i	-0.7	i	i
O=C(C(=O)N1CCCC1)c1c[nH]c2ccccc12	i	-1.2	i	i	i	-6.4	i	i	4.0	i	i
CCOc1ccc(CN(C)C(C)C(=O)NCc2ccccc2)cc1 (stereo not drawn)	i	-5.1	i	i	i	-0.2	i	i	3.2	i	i
CCc1ccccc1NC(=S)N1CCNC(=O)C1CC(=O)OC (stereo not drawn)	i	-7.1	i	i	i	-1.1	i	i	1.1	i	i
COc1ccc2[nH]c(C(=O)O)c(NS(=O)(=O)c3ccc(F)cc3)c2c1	i	-9.7	i	i	i	-1.1	i	i	0.5	i	i
O=C(NCc1ccccn1)C(=O)N/N=C/c1ccc2c(c1)OCO2	i	-5.5	i	i	i	-3.4	i	i	16.3	i	i
Cc1cc(C)cc(NC(=S)NCc2ccc(F)cc2)c1	i	-10.1	i	i	i	0.5	i	i	1.8	i	i
Cc1ccc(-n2cc(CN3CCN(Cc4nccn4C)CC3)c(-c3cccc(C)c3)n2)cc1	i	-9.2	i	i	i	5.6	i	i	-1.3	i	i
CCN(CC(=O)NC(=O)NCc1ccccc1)Cc1nc2ccccc2c(=O)[nH]1	i	-1.8	i	i	i	-0.1	i	i	-2.1	i	i
Cc1ccc(SCC(=O)OCC(=O)NCCNC(=O)COC(=O)CSc2ccc(C)c(C)c2)cc1C	i	-7.3	i	i	i	-2.4	i	i	-3.4	i	i
COc1ccccc1/C=C/C=N/n1c(-c2ccc(F)cc2)n[nH]c1=S	i	-10.5	i	i	i	0.7	i	i	5.8	i	i
CCN(C(=O)Cn1cnc2ccccc2c1=O)C1CCS(=O)(=O)C1 (stereo not drawn)	i	-5.4	i	i	i	-8.8	i	i	-2.7	i	i
NC(=O)C1(S(=O)(=O)c2ccccc2)CCCCC1	i	-9.4	i	i	i	-0.2	i	i	-4.1	i	i
CCn1c(SCC(=O)NC(C)C)nnc1-c1cccs1	i	-0.9	i	i	i	1.9	i	i	-3.6	i	i
Cc1cccc(C(C)C)c1NC(=O)COC(=O)CNS(=O)(=O)c1ccccc1	i	-18.6	i	i	i	-1.9	i	i	-5.4	i	i
Cc1cc(OCc2cc(C(=O)N(C)CCOc3ccccc3)no2)cc(C)c1Cl	i	-6.0	i	i	i	11.9	i	i	-11.0	i	i
CCOc1ccc(N2C(=O)C(Cl)=C(Nc3ccccc3O)C2=O)cc1	i	-9.2	i	i	i	-3.2	i	i	1.0	i	i
COc1cc(NC(=S)N(C)C)c(OC)cc1Cl	i	-6.4	i	i	i	-1.4	i	i	-0.1	i	i
COc1ccc2nc(NC(=O)C3CCN(C(=O)c4ccc(F)cc4)CC3)sc2c1	i	-10.6	i	i	i	6.2	i	i	1.9	i	i
CCc1ccc(N2CC(C(=O)NC3CCCCC3C)CC2=O)cc1 (stereo not drawn)	i	-9.7	i	i	i	4.0	i	i	1.9	i	i
CCc1ccc2nc3n[nH]c(N)c3cc2c1	i	-8.2	i	i	i	6.1	i	i	-5.7	i	i
O=C(c1cncc(Br)c1)N1CCN(S(=O)(=O)c2ccccc2C(F)(F)F)CC1	i	-8.2	i	i	i	0.2	i	i	1.8	i	i
CC1(C)CC(=O)c2c(oc3ccc(NS(=O)(=O)c4cccc5cccnc45)cc23)C1	i	-7.5	i	i	i	-2.6	i	i	-2.1	i	i
COc1ccccc1OCc1ccc(C(=O)NCc2cccnc2)o1	i	-6.5	i	i	i	-2.3	i	i	7.7	i	i
N#Cc1c(N)oc(-c2ccco2)c1-c1ccco1	i	-1.3	i	i	i	-18.8	i	i	-4.5	i	i
O=C(CCC(=O)N1CCN(c2ccccn2)CC1)Nc1nnc(C2CCCCC2)s1	i	0.9	i	i	i	1.4	i	i	-9.5	i	i
CCCCc1nnc(NC(=O)c2oc3ccc(OC)cc3c2C)s1	i	-7.3	i	i	i	14.0	i	i	-7.3	i	i
CC(=O)N/C(=C/c1cccnc1)C(=O)Nc1ccc(Cl)cc1	i	-3.6	i	i	i	-3.8	i	i	-0.8	i	i
CN(CC(=O)Nc1cccc(F)c1)C(=O)CCSc1ccc(F)cc1	i	-12.2	i	i	i	-5.0	i	i	-3.5	i	i
CCN(c1ccccc1)S(=O)(=O)c1ccc(OC)c(N=N/C(C(=O)Nc2ccccc2)=C(/C)O)c1	i	-8.2	i	i	i	4.9	i	i	-0.1	i	i
COc1ccc(Cl)cc1NC(=O)CN(C)C(=O)c1n[nH]c2ccccc12	i	-14.7	i	i	i	5.3	i	i	1.9	i	i
COC(=O)C1=C(CCc2ccccc2)NC(=O)NC1c1ccc([N+](=O)[O-])cc1 (stereo not drawn)	i	-8.4	i	i	i	2.5	i	i	3.3	i	i
Cc1ccc(N2CCN(c3ccc(NCc4nc5ccccc5n4C)cc3)CC2)cc1	i	-8.7	i	i	i	6.2	i	i	-8.9	i	i
COc1ccc(CN2CCN(Cc3ccccc3F)CC2)cc1OC	i	-11.8	i	i	i	1.2	i	i	-3.9	i	i
Cc1nn(-c2cc(Cl)ccc2Cl)c(C)c1C(=O)O	i	-5.3	i	i	i	0.0	i	i	-3.5	i	i
COc1cc(/C=C2\C(=O)NN(c3ccccc3)C2=O)cc([N+](=O)[O-])c1O	i	-8.3	i	i	i	3.3	i	i	11.7	i	i
O=C(O)C(O)c1ccccc1 (stereo not drawn)	i	-7.8	i	i	i	-3.7	i	i	6.0&4.4	i	i

The list goes on.
SMILES	KCNK9 inh	hERG rescue	RGS4 pot	KCNQ1 inh	ANO1 activ	SKKanGAS inh	KCNQ1 pot	KCNK3 inh	HDAC3 inhib	ANO1 block	RGS4 block
COc1ccc(Nc2nnc(C)c3ccccc23)cc1C(N)=O	i	-3.9	i	i	i	8.1	i	i	-5.7	i	i
COCCCNC(=O)c1c[nH]c2ccc(S(=O)(=O)N(C)c3ccccc3C)cc2c1=O	i	-8.7	i	i	i	-5.7	i	i	-7.9	i	i
COc1ccc2[nH]cc(C=O)c2c1	i	-11.0	i	i	i	-2.5	i	i	5.4	i	i
N#Cc1c(C#N)c(-c2ccccc2)n(-c2ccc(C(=O)O)cc2)c1N	i	-11.9	i	i	i	8.8	i	i	5.6	i	i
CC(=O)N1CCOc2cc(S(=O)(=O)N3CCN(c4ccccc4)CC3)c(Cl)cc21	i	-6.3	i	i	i	-5.1	i	i	x	i	i
O=C(Nc1cccc(F)c1)C1CCN(C(=O)c2ccco2)CC1	i	-2.8	i	i	i	0.7	i	i	5.6	i	i
Cc1cc(Cl)ccc1NC(=S)NCC(C)C	i	-3.2	i	i	i	4.5	i	i	0.0	i	i
Cc1ccc(OCCC(=O)Nc2ccccc2C(=O)N2CCCCC2)cc1	i	-16.9	i	i	i	-0.6	i	i	-2.8	i	i
Cc1ccc(S(=O)(=O)/C(C#N)=C/c2c(N3CCOCC3)nc3c(C)cccn3c2=O)cc1	i	-7.3	i	i	i	3.4	i	i	5.2	i	i
CCOc1ccc(/C=C/C(=O)NCCc2ccc(OC)c(OC)c2)cc1	i	-4.9	i	i	i	-3.8	i	i	2.5	i	i
Cc1cccc(NC(=O)/C(C#N)=C\c2cccnc2)c1	i	-8.1	i	i	i	1.2	i	i	2.4	25*	i
Cc1cc(=O)oc(C)c1C(=O)N1CCCc2ccccc21	i	-12.1	i	i	i	2.0	i	i	-0.9	i	i
COc1ccc(C(=O)Oc2ccc(-c3nnco3)cc2)cc1S(=O)(=O)N1CCOCC1	i	-21.4	i	i	i	26.7	i	i	-3.0	i	i

Screens: PubChem BioAssay, several laboratories

The order is random. About 6.3% of those tested had a hit in this group.
